Screening data (PubChem)
H1N1 NS1A inhibition – H1N1 influenza NS1A inhibitors, functional cell based assay (AID 504329) | inhibition, % at 12.5 µM, or IC50 in µM where a hit was titrated | 340,000 compounds, 0.3% hits | NS1A functional cell-based assay, percent inhibition; higher % means a stronger effect; in the data active = a potency from the dose series; inconclusive = inhibition above about 27% without an active follow-up result; note: strong numbers were not always called active
M. tuberculosis – growth inhibition of non-replicating M. tuberculosis (AID 488890) | Mycobacterium tuberculosis non-replicating, growth inhibition; higher % means a stronger effect | one-dose inhibition, % at 25 µM; IC50 in µM for titrated hits | 320,000 compounds, 0.39% hits; in the data active = a potency from the dose series; inconclusive = inhibition mostly from about 82% at the one dose, without a potency; inactive = the rest, 99 in 100 with inhibition below about 76%;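 note: plate controls were DMSO cells for no effect and high antibiotic wells for full effect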
H37Rv inhibition – M. tuberculosis growth inhibition, HTS (AID 449762); one-dose inhibition, % at 25 µM; IC50 in µM for titrated hits; M. tuberculosis H37Rv growth inhibition, 7H9 media; higher % means a stronger effect; 330,000 compounds, 0.59% hits; in the data active = a potency from the dose series; inconclusive = inhibition above about 70% without an active follow-up result;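 note: bacterial growth assessed after seven days of incubation; strong numbers were not always called active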
VEEV TC-83 Vero – inhibitors of VEEV TC-83 cytopathic effect, confirmation, Vero cells (AID 588727). 350,000 compounds, 0.13% hits. Vero cells, VEEV TC-83 cytopathic effect inhibition; higher % means a stronger effect. inhibition, % at 20 µM; hits with a dose series show IC50 in µM; in the data active = a potency from the dose series; inconclusive = inhibition mostly from about 14% at the one dose, without a potency; inactive = the rest, 99 in 100 with inhibition below about 12%; note: strong numbers were not always called active
Salmonella PhoP GFP – Inhibition of PhoP regulon, Salmonella typhi GFP reporter cells, confirmation, 4 h (AID 1850); Salmonella Typhi PhoP-promoter GFP reporter, fluorescence, 4 h; higher % means a stronger effect; inhibition, % at 50 µM; hits with a dose series show IC50 in µM; 310,000 compounds, 0.33% hits; in the data active = a potency from the dose series; inconclusive = inhibition mostly from about 25% at the one dose, without a potency; inactive = the rest, 99 in 100 with inhibition below about 19%;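 note: 0% = induced wells with vehicle and 100% = uninduced wells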
VEEV TC-83 Vero 10K pilot screen – also measured in VEEV TC-83 Vero; calls as there; inhibition, %; measured here: 10K pilot screen inhibition
Numbers without * were called inactive; i = inactive; ? = inconclusive; nt = not tested or not shown.

SMILES	H1N1 NS1A inhibition	M. tuberculosis	H37Rv inhibition	VEEV TC-83 Vero	Salmonella PhoP GFP	others
Cc1cc(C(=O)Nc2ccccc2C(=O)N2CCCCC2)ccc1[N+](=O)[O-]	12%	-27%	2%	0.1%	6%
CN(C)CCCNCCCNC(=O)/C=N/O	-6%	-25%	5%	i	-6%
Nc1ccc(N2CCOCC2)c2nonc12	5%	-5%	-6%	2.7%	13%
CC1CCCCC12NC(=O)N(CC(=O)c1ccc3c(c1)OCO3)C2=O (stereo unspecified)	11%	2%	-1%	1.8%	13%
COC(=O)C1=C(C(=O)OC)SC2(S1)C(C(=O)OC)=C(C(=O)OC)Sc1c2ssc1=O	20%	nt	nt	i	nt
O=C(CNC(=O)c1cccc(F)c1)N/N=C/c1cc(Br)ccc1OCc1ccccc1	4%	26%	5%	i	2%
Cc1ccc(/C=N\NC(=O)C2CN(S(=O)(=O)c3ccccc3)CCN2S(=O)(=O)c2ccccc2)cc1 (stereo unspecified)	-3%	32%	-7%	0.2%	-7%
O=C(Cc1cccs1)Nc1ccc(Cl)cc1	0%	34%	0%	2.1%	-5%
C=CCSc1nc2sc(C)c(C)c2c(=O)[nH]1	10%	nt	2%	1.8%	0%
O=S(=O)(c1ccccc1F)N1CCN(CCc2ccccc2)CC1	19%	3%	3%	0.7%	-7%
CC1=C(C(=O)OCc2ccccc2)C(c2ccccc2OS(=O)(=O)c2ccccc2[N+](=O)[O-])NC(=O)N1CCCC(=O)O (stereo unspecified)	nt	12%	12%	nt	17%
O=C(O)CN=C1NC2(CCCC2)Cc2ccccc21	-7%	-7%	-4%	i	0%
Cc1ccc(-n2c(-c3ccc(Cl)cc3)n[nH]c2=S)cc1	3%	-7%	10%	0.3%	0%
CN(C)c1ccc(/C=C/C=C/c2sc3ccccc3[n+]2C)cc1	15µM*	47%	1%	1.2%	14%
NC(=O)c1ccc(NC(=O)CS(=O)(=O)c2cn(CC(=O)N3CCCC3)c3ccccc23)cc1	-7%	6%	-1%	1.3%	6%
CCOC(=O)c1sc(NC(=O)C2CC(=O)N(c3ccccc3C)C2)nc1C (stereo unspecified)	-14%	9%	1%	3.6%	-6%
CC(=O)NC(Cc1ccc(N(CCCl)CCCl)cc1)C(=O)O (stereo unspecified)	-6%	0%	5%	0.1%	-4%
Cc1cc2ncn(/N=C/c3ccc4c(c3)OCO4)c2cc1C	-6%	65%	?	4.2%	13%
c1cc(CNCCc2ccc3c(c2)OCO3)ccn1	-6%	8%	-5%	i	8%
CCC(NC(=O)OC(C)(C)C)C(=O)Oc1cc(C)cc2oc(=O)c3c(c12)CCC3 (stereo unspecified)	-13%	9%	-8%	i	7%
CC(=O)Oc1ccc(-c2cccc(C(=O)O)c2)cc1	3%	0%	1%	1.3%	-3%
CCOC(=O)c1c(NC(=O)c2c(C(=O)O)cccc2[N+](=O)[O-])sc2c1CCCC2	-10%	12%	-7%	0.7%	-9%
CCc1cccc(C)c1NC(=O)COC(=O)Cc1ccsc1	4%	30%	3%	i	-11%
CCOc1ccc(NC(=O)CN(C)C(=O)CC2OC(=O)c3ccccc32)cc1OCC (stereo unspecified)	-6%	-4%	-8%	2.0%	4%
CCCCC(=O)Nc1cccc(-c2nnc(-c3ccccc3)o2)c1	-3%	28%	?	i	9%
CCC(Sc1ccc2nnc(-c3cccnc3)n2n1)C(=O)O (stereo unspecified)	27%	nt	-1%	0.7%	2%
CCOC(=O)C1CCCN(C(=S)Nc2ccc(C)cc2C)C1 (stereo unspecified)	2%	6%	10%	0.8%	-2%
CCN(CC)CCNC(=O)c1ccc(NC(=O)c2cc(S(=O)(=O)N3CCCCC3)ccc2C)cc1	3%	-12%	-7%	i	-3%
COc1ccc(NC(=O)CN2CCC(C(=O)c3ccc(C)cc3)CC2)c(OC)c1	6%	46%	?	3.8%	12%
CC(=O)Nc1ccc(NC(=O)COc2ccc(S(=O)(=O)N3CCCC3)cc2)cc1	9%	-4%	-4%	0.5%	5%
COc1ccc(CNc2ncc(-c3ccccc3)n2C)c2ccccc12	5%	?	?	?	5%
C[N+]1(C2CCC3CCCC2C3O)CCCC1 (stereo unspecified)	-3%	5%	-2%	1.5%	-14%
O=C(CSc1nnc(-c2ccncc2)n1C1CCCCC1)Nc1cccc(O)c1	8%	2%	-5%	3.0%	-11%
Cc1noc(C)c1C(=O)N(CC(=O)Nc1ccc(Cl)c(C(F)(F)F)c1)Cc1ccco1	-6%	12%	1%	0.4%	nt
CCOC(=O)CSc1nnc2c(n1)C1(C)CCC2C1(C)C (stereo unspecified)	4%	-5%	4%	0.8%	25%	VEEV TC-83 Vero 10K pilot screen=0.7
Cc1ccccc1-c1nc(CN2CCC(C(=O)N3CCC(C(N)=O)CC3)CC2)c(C)o1	30%	5%	-13%	2.0%	-5%
CCN(CC)c1ccc(/C=N/NC(=S)NCc2ccccc2)c(O)c1	18%	-21%	-13%	10%	5%
Nc1nc(N(Cc2ccccc2)Cc2ccccc2)nc(C(F)(F)F)n1	-11%	34%	11%	0.8%	nt
CN(C)C(CNc1ncnc2sccc12)c1ccccc1 (stereo unspecified)	2%	-10%	-2%	0.9%	9%	VEEV TC-83 Vero 10K pilot screen=0.0
O=CN1CCN(C(=O)COc2ccc(Cl)cc2Br)CC1	0%	-7%	-6%	1.4%	-9%
CCCC(=O)Nc1cc(S(=O)(=O)N2CCCCC2)ccc1N1CCOCC1	-13%	-5%	-3%	0.3%	nt
COCCN(C(=O)CSc1nnc(-c2ccccc2F)n1N)c1c(N)n(Cc2ccccc2)c(=O)[nH]c1=O	-9%	1%	7%	i	7%
O=C(Nc1cccc(F)c1)NC1CCCc2ccccc21 (stereo unspecified)	14%	19%	0%	1.6%	2%
CC1COc2ccccc2N1C(=O)c1cccnc1Cl (stereo unspecified)	-6%	-2%	0%	1.8%	-8%
CC1=CC(C)(C)Nc2ccc(OC(=O)CN3C(=O)c4ccccc4C3=O)cc21	7%	9.1µM*	-6%	5.6%	-3%
COC(=O)c1cc(S(=O)(=O)NCC(C)c2ccccc2)cn1C (stereo unspecified)	4%	6%	1%	1.9%	-45%
CCc1ccc(C(O)(C(C)C)C(CN2CCOCC2)c2ccccc2)cc1 (stereo unspecified)	-23%	2%	16%	i	7%
ClCCN1C2=NCCCN2c2ccccc21	10%	7%	16%	1.4%	-7%
C=CCn1cc(Cl)cc(C(=O)Nc2ccccc2)c1=O	-4%	11%	7%	i	5%
FC(F)(F)c1ccccc1NC(=S)NN=C1CCCCCC1	nt	27%	3%	nt	-3%

Remaining list, next part:
SMILES	H1N1 NS1A inhibition	M. tuberculosis	H37Rv inhibition	VEEV TC-83 Vero	Salmonella PhoP GFP	others
Cc1ccccc1NC(=O)c1ccc(S(=O)(=O)N2CCCC2)cc1	6%	-22%	-4%	0.6%	7%
CCCCn1c(N)c(N(CCOC)C(=O)COC(=O)COc2c(C)cc(C)cc2C)c(=O)[nH]c1=O	-7%	1%	0%	0.8%	6%
CCCCCCS(=O)[C@H]1CS(=O)(=O)C[C@@H]1S(=O)CCCCCC (stereo partly specified)	5%	?	-4%	1.7%	13%
COc1ccc(N2CCN(C(=O)c3[nH]c4ccc(OC)cc4c3C)CC2)cc1	0%	0%	5%	3.3%	2%
COc1ccc(CCNC(=O)CCn2c(=O)c3cccn3c3ccc(F)cc32)c(OC)c1OC	1%	21%	2%	11%	4%
Cn1c(CC(=O)NNC(=O)c2cccnc2)nc2ccccc21	-2%	-19%	4%	0.2%	nt
COc1ccc(CC(=O)N2CCN(C)CC2)cc1OC	-3%	6%	5%	1.1%	-6%
CCCC(C)C(=O)Nc1ccc(S(=O)(=O)N2CCCC2)cc1 (stereo unspecified)	-5%	-11%	1%	0.5%	-2%
CC(C)CNC(=O)c1ccccc1NC(=O)c1ccccc1N(C)S(=O)(=O)c1ccccc1	7%	11%	-6%	7.6%	1%
Cc1ccc(NC(=O)C2=NNC(=O)CC2)cc1S(=O)(=O)Nc1ccc(SC(F)F)cc1	0%	nt	-5%	3.5%	nt
CC(C)(C)NC(=O)Cn1nnnc1-c1nonc1N	0%	-8%	1%	1.0%	-3%
COC(=O)c1sc(N2CCCCC2)c(C#N)c1N	-15%	-19%	6%	i	2%
CC(Sc1ccc(Cl)cc1)C(=O)Nc1ccc(S(=O)(=O)N2CCOCC2)cc1 (stereo unspecified)	4%	26%	-1%	0.1%	15%
O=C1C2CCCN2C(=O)N1CCCCN1CCN(c2cccc(Cl)c2)CC1 (stereo unspecified)	-7%	-11%	-1%	i	-5%
Cc1cc(C)c2c(CN3CCC(C)CC3)cc(=O)oc2c1C	-5%	1%	-6%	i	-16%
CN(C(=O)C1CCCO1)C1CCS(=O)(=O)C1 (stereo unspecified)	-6%	-13%	-14%	1.3%	6%
N#Cc1sc2nc(C3CC3)cc(-c3ccccc3)c2c1N	-6%	-11%	3%	1.5%	-11%
COc1cc(/C=N/NS(=O)(=O)c2ccc(C)cc2)ccc1OCc1ccc(C(=O)O)cc1	-6%	-24%	4%	0.6%	0%
Cc1ccc(O)c(-c2cc(C(=O)Nc3ccc(S(=O)(=O)Nc4nc(C)cc(C)n4)cc3)[nH]n2)c1	-13%	-14%	0%	0.5%	-7%
O=C(CCNC(=O)c1ccc(Br)o1)NC1CCCC1	3%	0%	-5%	0.5%	-1%
CCCn1cc(SCC(N)=O)c2ccccc21	3%	-10%	-4%	i	13%	VEEV TC-83 Vero 10K pilot screen=0.1
CCOC(=O)N1CCC(Nc2c([N+](=O)[O-])cc(C(=O)O)cc2[N+](=O)[O-])CC1	-4%	-9%	-2%	i	-9%
CCOC(=O)[C@@H]1[C@H]2COc3ccccc3[C@H]2N2C(=O)N(c3ccc(OC)cc3)C(=O)[C@]12C	-1%	28%	-5%	0.3%	-1%
Nn1c(SCC(=O)Nc2ccccc2Br)nnc1-c1ccco1	4%	5%	5%	0.6%	-4%
COc1c(O)ccc2cnn(-c3ccccc3C)c(=O)c12	11%	-2%	4%	7.1%	-5%
CCC1SC2=NC(C)=C(C(=O)OCC(C)C)C(/C=C/c3ccccc3OC)N2C1=O (stereo unspecified)	1%	2%	-2%	i	2%
COC(=O)c1c(C(=O)OC)c(-c2cccc(F)c2)n2c1CS(=O)C2 (stereo unspecified)	-6%	-12%	-2%	2.1%	-14%

A stretch from further up:
SMILES	H1N1 NS1A inhibition	M. tuberculosis	H37Rv inhibition	VEEV TC-83 Vero	Salmonella PhoP GFP	others
COC(=O)c1sc(N2CCCCC2)c(C#N)c1N	-15%	-19%	6%	i	2%
CC(Sc1ccc(Cl)cc1)C(=O)Nc1ccc(S(=O)(=O)N2CCOCC2)cc1 (stereo unspecified)	4%	26%	-1%	0.1%	15%
O=C1C2CCCN2C(=O)N1CCCCN1CCN(c2cccc(Cl)c2)CC1 (stereo unspecified)	-7%	-11%	-1%	i	-5%
Cc1cc(C)c2c(CN3CCC(C)CC3)cc(=O)oc2c1C	-5%	1%	-6%	i	-16%
CN(C(=O)C1CCCO1)C1CCS(=O)(=O)C1 (stereo unspecified)	-6%	-13%	-14%	1.3%	6%
N#Cc1sc2nc(C3CC3)cc(-c3ccccc3)c2c1N	-6%	-11%	3%	1.5%	-11%
COc1cc(/C=N/NS(=O)(=O)c2ccc(C)cc2)ccc1OCc1ccc(C(=O)O)cc1	-6%	-24%	4%	0.6%	0%
Cc1ccc(O)c(-c2cc(C(=O)Nc3ccc(S(=O)(=O)Nc4nc(C)cc(C)n4)cc3)[nH]n2)c1	-13%	-14%	0%	0.5%	-7%
O=C(CCNC(=O)c1ccc(Br)o1)NC1CCCC1	3%	0%	-5%	0.5%	-1%
CCCn1cc(SCC(N)=O)c2ccccc21	3%	-10%	-4%	i	13%	VEEV TC-83 Vero 10K pilot screen=0.1
CCOC(=O)N1CCC(Nc2c([N+](=O)[O-])cc(C(=O)O)cc2[N+](=O)[O-])CC1	-4%	-9%	-2%	i	-9%
CCOC(=O)[C@@H]1[C@H]2COc3ccccc3[C@H]2N2C(=O)N(c3ccc(OC)cc3)C(=O)[C@]12C	-1%	28%	-5%	0.3%	-1%
Nn1c(SCC(=O)Nc2ccccc2Br)nnc1-c1ccco1	4%	5%	5%	0.6%	-4%
COc1c(O)ccc2cnn(-c3ccccc3C)c(=O)c12	11%	-2%	4%	7.1%	-5%
CCC1SC2=NC(C)=C(C(=O)OCC(C)C)C(/C=C/c3ccccc3OC)N2C1=O (stereo unspecified)	1%	2%	-2%	i	2%
COC(=O)c1c(C(=O)OC)c(-c2cccc(F)c2)n2c1CS(=O)C2 (stereo unspecified)	-6%	-12%	-2%	2.1%	-14%
